# TcdB inh: TcdB glycohydrolase inhibitors, primary screen, biochemical, single point, plate reader. Toxin B (Clostridioides difficile), P18177. TcdB glycohydrolase enzymatic assay. inhibition, % at 9.99 µM. 350,000 tested, 0.24% active; in the data active means inhibition above about 10%
# Active calls of the source: *. A portion of the library; rates above refer to the full screens.
# The first six compounds, ahead of the listing:
COc1ccccc1S(=O)(=O)N[C@H]1C=C[C@H](CC(=O)N2CCOCC2)O[C@H]1CO
  TcdB inh = -4.5
CCCNC(=O)N1[C@@H](CO)[C@@H](c2ccccc2)[C@@H]1CNC(C)=O
  TcdB inh = -1.0
C[C@H]1CN([C@@H](C)CO)C(=O)c2cc(NC(=O)Cc3ccccc3)ccc2O[C@H]1CN(C)CC1CC1
  TcdB inh = 0.3
C[C@@H]1CN([C@@H](C)CO)C(=O)c2cc(C3=CCCCC3)cnc2O[C@H]1CN(C)C(=O)NC1CCCC1
  TcdB inh = -1.3
CS(=O)(=O)Nc1ccc2c(c1)[C@H]1C[C@@H](CC(=O)NCC(F)(F)F)O[C@@H](CO)[C@H]1O2
  TcdB inh = -3.8
O=C(C[C@@H]1C=C[C@@H](NC(=O)Nc2ccc(C(F)(F)F)cc2)[C@@H](CO)O1)NCCN1CCCC1
  TcdB inh = 2.3

# The listing, previewed entries included:
COc1ccccc1S(=O)(=O)N[C@H]1C=C[C@H](CC(=O)N2CCOCC2)O[C@H]1CO
  TcdB inh = -4.5
CCCNC(=O)N1[C@@H](CO)[C@@H](c2ccccc2)[C@@H]1CNC(C)=O
  TcdB inh = -1.0
C[C@H]1CN([C@@H](C)CO)C(=O)c2cc(NC(=O)Cc3ccccc3)ccc2O[C@H]1CN(C)CC1CC1
  TcdB inh = 0.3
C[C@@H]1CN([C@@H](C)CO)C(=O)c2cc(C3=CCCCC3)cnc2O[C@H]1CN(C)C(=O)NC1CCCC1
  TcdB inh = -1.3
CS(=O)(=O)Nc1ccc2c(c1)[C@H]1C[C@@H](CC(=O)NCC(F)(F)F)O[C@@H](CO)[C@H]1O2
  TcdB inh = -3.8
O=C(C[C@@H]1C=C[C@@H](NC(=O)Nc2ccc(C(F)(F)F)cc2)[C@@H](CO)O1)NCCN1CCCC1
  TcdB inh = 2.3
C[C@@H]1CCCCO[C@H](CN(C)C(=O)c2ccncc2)[C@H](C)CN([C@@H](C)CO)C(=O)c2cc(NS(=O)(=O)c3ccc(Cl)cc3)ccc2O1
  TcdB inh = -0.3
CCC(=O)N1CC2(C1)[C@H](c1ccccc1)[C@H](CO)N2CC1CCCC1
  TcdB inh = 0.3
C[C@@H]1CN([C@@H](C)CO)S(=O)(=O)c2ccc(C3=CCCC3)cc2O[C@H]1CN(C)C(=O)c1ccccn1
  TcdB inh = -0.3
C[C@@H]1CN([C@@H](C)CO)C(=O)c2cccc(N(C)C)c2O[C@H]1CN(C)S(C)(=O)=O
  TcdB inh = -0.1
C[C@H]1CN([C@@H](C)CO)C(=O)c2cc(NC(=O)C3CC3)ccc2O[C@H]1CN(C)C
  TcdB inh = 1.6
O=C1c2ccccc2[C@@]2(Cc3ccccc3N(CCN3CCOCC3)C2=O)[C@H](c2ccc(CO)cc2)N1Cc1ccccc1Cl
  TcdB inh = -1.6
CCc1csc(N2[C@H](C#N)[C@H](c3ccc(C4=CCCC4)cc3)[C@H]2CO)n1
  TcdB inh = -1.5
Cc1noc(C)c1S(=O)(=O)N(C)C[C@H]1Oc2c(NC(=O)C3CCCCC3)cccc2C(=O)N([C@H](C)CO)C[C@H]1C
  TcdB inh = 0.4
C/C=C/c1ccc([C@@H]2[C@@H](CO)N(C(=O)C3CC3)[C@H]2CN(C)C(C)=O)cc1
  TcdB inh = -0.9

Cc1cc(C)cc(N2C(=O)CS(=O)(=O)C2c2ccccc2)c1 (centres undefined)
  TcdB inh = 0.1
C[C@H](O)C#Cc1ccc([C@@H]2[C@H]3CN(C(=O)Nc4ccccc4)CCCCN3[C@H]2CO)cc1
  TcdB inh = -6.4
COc1ccc(S(=O)(=O)N(C)C[C@@H]2Oc3ccc(NC(=O)Cc4ccccc4)cc3C(=O)N([C@H](C)CO)C[C@H]2C)cc1
  TcdB inh = 0.3
COCC#Cc1ccc([C@@H]2[C@H]3CN(S(=O)(=O)c4cccc(OC)c4)CCCCN3[C@H]2CO)cc1
  TcdB inh = -2.5
C[C@H](CO)N1C[C@H](C)[C@@H](CN(C)Cc2ccccc2)Oc2ccc(NC(=O)C3CCCCC3)cc2C1=O
  TcdB inh = -1.1
C[C@@H]1CCCCO[C@@H](CN(C)C(=O)c2ccccc2)[C@H](C)CN([C@@H](C)CO)C(=O)c2cc(N(C)C)ccc2O1
  TcdB inh = -12
C[C@H](CO)N1C[C@H](C)[C@H](CN(C)S(=O)(=O)c2ccccc2)Oc2ncc(C#CC3CCCCC3)cc2C1=O
  TcdB inh = 1.0
C[C@H]1CN([C@@H](C)CO)C(=O)c2cccc(NS(=O)(=O)c3ccc(F)cc3)c2O[C@@H]1CN(C)S(=O)(=O)c1ccccc1
  TcdB inh = -0.5
C[C@H](CO)N1C[C@H](C)[C@H](CN(C)Cc2ccccc2)Oc2cc(C#C[C@@H](C)O)ccc2S1(=O)=O
  TcdB inh = 1.1
O=C(C[C@@H]1CC[C@@H]2[C@H](COC[C@@H](O)CN2C(=O)Nc2ccccc2)O1)NCc1ccccc1F
  TcdB inh = -0.1
C[C@@H]1CN([C@@H](C)CO)C(=O)c2cc(NC(=O)Nc3ccc4c(c3)OCO4)ccc2O[C@@H]1CN(C)S(C)(=O)=O
  TcdB inh = -0.5
O=C1CN(S(=O)(=O)Cc2ccccc2)C[C@H]2[C@@H](c3ccc(C#CC4CC4)cc3)[C@H](CO)N12
  TcdB inh = 0.0
CC(=O)N1[C@@H]2Cn3c(ccc(C4=CCCC4)c3=O)[C@H]1[C@@H](C(=O)NCc1ccccc1)[C@@H]2CO
  TcdB inh = 0.7
O=C(NC1CCCCC1)N[C@@H]1C=C[C@@H](CC(=O)N2CCOCC2)O[C@H]1CO
  TcdB inh = -0.2
COCCNC(=O)C[C@H]1CC[C@H]2[C@H](COc3ccc(NC(=O)C4CCOCC4)cc3C(=O)N2C)O1
  TcdB inh = -0.6

Cc1noc(C)c1NC(=O)N(C)C[C@H]1Oc2cc(C#CCC3CCCC3)ccc2S(=O)(=O)N([C@H](C)CO)C[C@H]1C
  TcdB inh = -0.4
COc1ccc(S(=O)(=O)Nc2ccc3c(c2)[C@@H]2C[C@H](CC(=O)N(C)C)O[C@H](CO)[C@@H]2O3)cc1
  TcdB inh = 0.0
COc1ccc(CCNC(=O)[C@@]2(Sc3ccc(C)cc3)CC(=O)N(C3CCCCC3)[C@@H]2c2ccc(CO)cc2I)cc1
  TcdB inh = -0.1
COc1ccc2c3c(n(C)c2c1)[C@@H](CO)N(C(=O)CC1CC1)CC31CN(C(=O)C2CCC2)C1
  TcdB inh = 0.4
CC(C)CC#Cc1ccc2c(c1)O[C@H](CN(C)C(=O)c1ccccc1F)[C@@H](C)CN([C@H](C)CO)S2(=O)=O
  TcdB inh = 0.8
Cc1noc(C)c1NC(=O)N(C)C[C@H]1Oc2cc(C#CCC3CCCC3)ccc2S(=O)(=O)N([C@H](C)CO)C[C@@H]1C
  TcdB inh = 1.2
C[C@@H]1CCCCO[C@@H](CN(C)Cc2ccc(Cl)c(Cl)c2)[C@H](C)CN([C@H](C)CO)C(=O)c2cc(NS(=O)(=O)c3ccccc3)ccc2O1
  TcdB inh = 0.9
Cc1ccc(-c2cnc3c(c2)C(=O)N([C@@H](C)CO)C[C@@H](C)[C@H](CN(C)C)O3)cc1
  TcdB inh = -0.2
C[C@H]1CN([C@@H](C)CO)C(=O)c2cc(NC(=O)C3CC3)ccc2O[C@@H]1CN(C)S(C)(=O)=O
  TcdB inh = -6.4
CO[C@@H]1CN(C)C(=O)c2cc(NC(=O)C3CCC3)ccc2OC[C@H](C)N(C(=O)NC(C)C)C[C@@H]1C
  TcdB inh = 1.3
C[C@@H]1CN([C@H](C)CO)S(=O)(=O)c2ccc(-c3ccncc3)cc2O[C@@H]1CN(C)C(=O)CC1CC1
  TcdB inh = -0.2
C[C@@H]1CN([C@H](C)CO)C(=O)Cc2cc(NC(=O)Cc3cn(C)c4ccccc34)ccc2O[C@H]1CN(C)S(=O)(=O)c1cccs1
  TcdB inh = -0.1
C[C@@H]1CN([C@H](C)CO)C(=O)c2cc(NC(=O)Nc3cccc4ccccc34)ccc2O[C@H]1CN(C)C(=O)Nc1ccc2c(c1)OCO2
  TcdB inh = -1.3
Cc1noc(C)c1NC(=O)NCC[C@@H]1CC[C@@H](NC(=O)c2ccc(F)cc2)[C@@H](CO)O1
  TcdB inh = -1.0
COc1ccc(CN(C)C[C@@H]2Oc3ccc(NC(=O)C4CC4)cc3CC(=O)N([C@@H](C)CO)C[C@H]2C)cc1
  TcdB inh = -0.7

Cc1noc(C)c1NC(=O)Nc1ccc2c(c1)C(=O)N([C@@H](C)CO)C[C@@H](C)[C@@H](CN(C)Cc1ccccc1)O2
  TcdB inh = -0.5
Cc1ccc(S(=O)(=O)N(C)C[C@H]2Oc3ccc(NC(=O)CCCCCC(=O)Nc4ccccc4N)cc3CC(=O)N([C@H](C)CO)C[C@@H]2C)cc1
  TcdB inh = -0.9
C[C@@H]1CN([C@@H](C)CO)C(=O)c2cccc(NS(C)(=O)=O)c2O[C@H]1CN(C)C(=O)Nc1ccc2c(c1)OCO2
  TcdB inh = -1.3
CC(C)C#Cc1ccc([C@H]2[C@H]3CN(C(=O)Cc4ccccc4)CC(=O)N3[C@H]2CO)cc1
  TcdB inh = 0.9
CCCNC(=O)N1CC2(CN(Cc3nccs3)C2)c2c([nH]c3cc(OC)ccc23)[C@@H]1CO
  TcdB inh = -1.5
COCC(=O)N1CC(=O)N2[C@@H](CO)[C@@H](c3ccc(Br)cc3)[C@@H]2C1
  TcdB inh = -0.4
Cc1noc(C)c1S(=O)(=O)N(C)C[C@H]1Oc2ccc(NS(=O)(=O)c3ccc(F)cc3)cc2CC(=O)N([C@H](C)CO)C[C@@H]1C
  TcdB inh = 1.2
CC(C)NC(=O)Nc1ccc2c(c1)C(=O)N(C)[C@H]1CC[C@H](CC(=O)Nc3ccccc3)O[C@@H]1CO2
  TcdB inh = -1.5
CCCC#Cc1ccc([C@H]2[C@H](CO)N3C(=O)CN(C(=O)c4ccncc4)C[C@@H]23)cc1
  TcdB inh = -0.1
COc1ccc(NC(=O)Nc2ccc3c(c2)C(=O)N([C@H](C)CO)C[C@H](C)[C@@H](CN(C)C)O3)cc1
  TcdB inh = 0.4
C[C@@H]1CN([C@H](C)CO)C(=O)c2cc(NC(=O)NC3CCCCC3)ccc2O[C@@H](C)CCCCO[C@H]1CN(C)C(=O)Nc1ccc(F)cc1
  TcdB inh = -1.3
Cc1noc(C)c1NC(=O)N[C@H]1C=C[C@@H](CC(=O)N2CCCCC2)O[C@H]1CO
  TcdB inh = -0.2
COc1cccc(NC(=O)N[C@@H]2C=C[C@H](CC(=O)NCc3ccncn3)O[C@H]2CO)c1
  TcdB inh = -3.1
C[C@@H]1CN([C@@H](C)CO)C(=O)Cc2cc(NC(=O)Cc3cn(C)c4ccccc34)ccc2O[C@H]1CN(C)S(=O)(=O)c1cccs1
  TcdB inh = 0.4
C[C@H]1CN([C@@H](C)CO)C(=O)c2cccc(NS(=O)(=O)c3ccc(F)cc3)c2O[C@H]1CN(C)C(=O)Nc1cccc2ccccc12
  TcdB inh = -0.1

Cc1ccc(S(=O)(=O)N(C)C[C@H]2Oc3c(NC(=O)Nc4ccc(F)cc4)cccc3C(=O)N([C@@H](C)CO)C[C@@H]2C)cc1
  TcdB inh = -0.5
C[C@@H]1CCCCO[C@H](CN(C)Cc2ccc(Cl)c(Cl)c2)[C@@H](C)CN([C@@H](C)CO)C(=O)c2cc(NS(=O)(=O)c3ccccc3)ccc2O1
  TcdB inh = 0.4
COc1ccc(S(=O)(=O)Nc2ccc3c(c2)C(=O)N([C@@H](C)CO)C[C@@H](C)[C@H](CN(C)Cc2ccc(C(=O)O)cc2)OCCCC[C@@H](C)O3)cc1
  TcdB inh = 0.7
COCC(=O)N1[C@H](C#N)[C@H](c2ccc(C#Cc3ccccc3F)cc2)[C@@H]1CO
  TcdB inh = -0.1
COc1ccc(S(=O)(=O)N(C)C[C@H]2Oc3ccc(N(C)C)cc3C(=O)N([C@H](C)CO)C[C@@H]2C)cc1
  TcdB inh = -2.0
Cc1ccc(S(=O)(=O)Nc2ccc3c(c2)C(=O)N([C@@H](C)CO)C[C@H](C)[C@H](CN(C)C(=O)Nc2ccccc2)OCCCC[C@@H](C)O3)cc1
  TcdB inh = 0.5
C[C@@H]1CN([C@@H](C)CO)C(=O)Cc2cc(NC(=O)Cc3ccccc3)ccc2O[C@@H]1CN(C)CC1CCCCC1
  TcdB inh = -0.8
C[C@@H]1CN([C@H](C)CO)S(=O)(=O)c2ccc(-c3ccccc3)cc2O[C@@H]1CN(C)Cc1cccc(F)c1
  TcdB inh = 1.0
CN(C)C(=O)C[C@@H]1C[C@@H]2c3cc(NC(=O)Nc4ccc(C(F)(F)F)cc4)ccc3O[C@@H]2[C@@H](CO)O1
  TcdB inh = 2.7
COc1ccc(S(=O)(=O)N(C)C[C@H]2OCCCC[C@H](C)Oc3ccc(NC(=O)CCC(F)(F)F)cc3C(=O)N([C@@H](C)CO)C[C@@H]2C)cc1
  TcdB inh = 0.0
CC(=O)N(C)C[C@@H]1Oc2ncc(C#CC(C)(C)O)cc2C(=O)N([C@@H](C)CO)C[C@@H]1C
  TcdB inh = 0.6
O=C(C1CCOCC1)N1CC(=O)N2[C@@H](CO)[C@H](c3ccc(-c4cccnc4)cc3)[C@@H]2C1
  TcdB inh = 0.0
COc1ccc(NC(=O)N(C)C[C@H]2Oc3ccc(NS(=O)(=O)c4ccc(F)cc4)cc3CC(=O)N([C@@H](C)CO)C[C@H]2C)cc1
  TcdB inh = -9.7
C[C@@H]1CN([C@H](C)CO)C(=O)c2cc(C3=CCCC3)cnc2O[C@H]1CN(C)Cc1cccnc1
  TcdB inh = -0.1
CCS(=O)(=O)N1CC2(C1)[C@H](c1ccccc1)[C@@H](CO)N2C(=O)C1CCC1
  TcdB inh = 0.8

CCN1[C@@H]2c3ccc(-c4cccnc4)c(=O)n3C[C@@H]2[C@@H](CO)[C@@H]1C(=O)NCc1ccccc1
  TcdB inh = -1.0
O=C(C[C@H]1C=C[C@H](NS(=O)(=O)c2ccccc2)[C@H](CO)O1)N1CCN(c2ccccc2)CC1
  TcdB inh = -0.2
COc1ccc(S(=O)(=O)Nc2cccc3c2O[C@@H](CN(C)S(=O)(=O)c2ccc(OC)cc2)[C@H](C)CN([C@H](C)CO)C3=O)cc1
  TcdB inh = 0.2
CO[C@H]1CN(C)C(=O)c2ccc(NC(C)=O)cc2OC[C@H](C)N(C(=O)c2ccccn2)C[C@H]1C
  TcdB inh = 0.2
COc1ccc(S(=O)(=O)Nc2ccc3c(c2)C(=O)N([C@@H](C)CO)C[C@H](C)[C@@H](CN(C)Cc2ccc(C(F)(F)F)cc2)OCCCC[C@H](C)O3)cc1
  TcdB inh = 0.4

# High-throughput results from PubChem.
